TbMetRS inhib = Trypanosoma brucei MetRS inhibition | inhibition, % at 11.9 µM | 0.4% of 360,000 active | purified T. brucei MetRS, ATP depletion, Kinase-Glo luminescence;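 active = inhibition above a per-plate cutoff of the control wells' mean inhibition plus 3 SD, cut at about 5.5% in these data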;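 note: 0% = DMSO wells median and 100% = median of wells with control inhibitor compound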
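Measured by: Kinase-Glo luciferase luminescence reporting remaining unconsumed ATP. Material: purified T. brucei MetRS enzyme. Doses: 11.9 µM compound single dose, 0.9% DMSO. Medium: HEPES buffer containing pyrophosphatase, BSA, spermine, DTT. Times: 15 min preincubation, 2 h reaction, all 25 °C. Reagent: methionine, ATP and bulk E. coli tRNA.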
Rin1-Abl PPI inh = inhibitors of human Rin1-Abl protein interaction | P00519+Q13671 | TR-FRET Rin1/Abl binding, biochemical | inhibition, % at 7.35 µM | 0.4% of 360,000 active | AID 588664; in the data active = inhibition above about 5%, passing the limit was not always enough
MsrA inhibitor = inhibitors of bovine MsrA; purified bovine MsrA, absorbance read-out; inhibition, % at 15.5 µM; 0.75% of 360,000 active; in the data active = inhibition above about 4.5%;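 note: 0% = vehicle wells with enzyme and 100% = reference inhibitor wells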
FAS-TE inh = FAS thioesterase (human) inhibition; inhibition, % at 15 µM; 0.67% of 360,000 active; recombinant FAS-TE, OMFH fluorogenic substrate, fluorescence endpoint; P49327;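 active = compounds whose normalised, plate-corrected inhibition of enzyme fluorescence in the single-dose primary screen is 50% or more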;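 note: 0% = DMSO with enzyme and 100% = substrate without enzyme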
PABP1 MLLE inh = inhibitors of microRNA-mediated deadenylation, human PABP1 MLLE binding | P11940 | GST-MLLE / FITC-PAM2 fluorescence polarization | inhibition, % at 20 µM | 0.36% of 360,000 active; in the data active = inhibition above about 35%, passing the limit was not always enough;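 note: plate controls were DMSO wells with GST-MLLE for no effect and wells lacking GST-MLLE protein for full effect; some results filed as inactive read as strong as hits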
Target sequence (P11940 whole entry, looked up): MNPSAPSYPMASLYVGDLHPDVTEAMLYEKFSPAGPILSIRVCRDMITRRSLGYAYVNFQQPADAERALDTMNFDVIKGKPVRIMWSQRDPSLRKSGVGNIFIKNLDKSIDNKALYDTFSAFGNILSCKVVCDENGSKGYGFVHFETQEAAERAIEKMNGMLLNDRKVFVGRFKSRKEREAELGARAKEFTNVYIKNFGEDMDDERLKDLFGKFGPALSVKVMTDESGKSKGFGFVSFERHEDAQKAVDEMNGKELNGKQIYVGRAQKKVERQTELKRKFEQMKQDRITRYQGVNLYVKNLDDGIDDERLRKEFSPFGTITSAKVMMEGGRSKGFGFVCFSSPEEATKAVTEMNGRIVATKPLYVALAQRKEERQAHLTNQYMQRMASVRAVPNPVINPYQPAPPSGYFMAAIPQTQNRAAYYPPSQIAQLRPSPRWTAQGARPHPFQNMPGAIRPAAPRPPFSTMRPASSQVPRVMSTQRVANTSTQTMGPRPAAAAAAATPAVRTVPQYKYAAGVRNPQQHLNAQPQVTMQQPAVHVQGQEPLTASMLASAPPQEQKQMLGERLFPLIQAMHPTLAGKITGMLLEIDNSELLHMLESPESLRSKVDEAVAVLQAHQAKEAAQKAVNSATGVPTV
Neddyl block = blocks human cullin neddylation | P61081+Q13564 | TR-FRET cullin neddylation, biochemical | calls only at 25 µM | 0.58% of 360,000 active | AID 651699; in the data active = inhibition above about 36%
eLon inh = E. coli protease La inhibition. purified E. coli Lon protease, fluorescence polarization. 0.42% of 360,000 active. inhibition, % at 7.94 µM. AID 602123. P0A9M0; in the data active = inhibition above about 13%, passing the limit was not always enough;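 note: 0% = enzyme with probe and DMSO and 100% = no enzyme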
MsrA act = bovine methionine sulfoxide reductase A activation; purified bovine MsrA, absorbance read-out; 0.3% of 360,000 active; activation, % at 10.6 µM; AID 602163; in the data active = activation above about 7.5%;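 note: 0% = vehicle and 100% = reference activator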
CSN deneddyl inh = CSN deneddylation inhibition. 0.38% of 360,000 active. Purified CSN, SCF-Nedd8-OG deneddylation, fluorescence polarization. inhibition, % at 12.5 µM. Q92905;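 active = pattern-corrected inhibition above about 35%, with an unprinted fluorescence ratio check between 0.5 and 1.5, limit read from the data, passing the limit was not always enough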;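 note: 0% = enzyme with substrate and 100% = substrate without enzyme; some results filed as inactive read as strong as hits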
Target sequence (Q92905 whole entry, looked up, one chain of several): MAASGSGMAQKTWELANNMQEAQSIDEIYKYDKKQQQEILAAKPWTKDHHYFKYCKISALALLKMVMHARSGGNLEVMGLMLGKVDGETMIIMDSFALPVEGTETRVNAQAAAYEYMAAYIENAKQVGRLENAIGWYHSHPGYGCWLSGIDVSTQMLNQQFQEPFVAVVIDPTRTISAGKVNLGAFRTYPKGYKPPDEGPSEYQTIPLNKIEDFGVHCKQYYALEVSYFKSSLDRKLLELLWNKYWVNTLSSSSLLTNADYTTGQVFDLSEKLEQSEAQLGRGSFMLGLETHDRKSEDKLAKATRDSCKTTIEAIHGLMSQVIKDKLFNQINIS
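Detection – fluorescence polarization · System – HEK293T-derived human Csn5 enzyme · Controls – substrate-only high control, full reaction low control · Timing – 90 min, room temperature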
Numbers without * were called inactive; i = inactive; nt = no result given.

Values in the order – TbMetRS inhib, Rin1-Abl PPI inh, MsrA inhibitor, FAS-TE inh, PABP1 MLLE inh, Neddyl block, eLon inh, MsrA act, CSN deneddyl inh
(1) COc1ccc(CN2CCNC(=O)C2CC(=O)NCCCC2CCCC2)c(C)c1C (centres undefined)
→ -0.2, 1, -0.5, 12, 0, i, -6, -2, -1
(2) CC(OC(=O)c1ccc(Cl)nc1)C(=O)NCc1ccc2c(c1)OCO2 (centres undefined)
→ -0.5, 0, -0.1, -3, 3, i, -9, -8, -3
(3) C=C(C)CN(CC)C(=O)c1ccc(OC2CCN(S(=O)(=O)N(C)C)CC2)cc1
→ 0.2, -2, 0.0, -3, -4, i, -6, -3, 2
(4) Cn1cnnc1SCC(=O)c1cccc([N+](=O)[O-])c1
→ -1.2, -1, 1.6, -1, -4, i, 2, -8, -15
(5) CC(=O)NCc1c(Cl)cccc1-n1cccc1
→ -1.9, -2, -0.8, -8, 1, i, 3, -11, -4
(6) O=C(OC(C(=O)c1c[nH]c2ccccc12)c1ccccc1)c1cnccn1 (centres undefined)
→ 15*, -3, -0.5, -3, 3, i, -18, -11, 4
(7) O=C(CCc1nc2ccccc2c(=O)[nH]1)Nc1ccccc1N1CCCCC1
→ -0.2, -4, 0.5, -2, -4, i, 8, -5, -4
(8) COC(=O)/C=C1\NCCSC1=O
→ -0.4, -6, 1.8, -7, 4, i, 13, -12, 1
(9) Cc1ccc(F)cc1NC(=O)CN1CCN(c2ccccn2)CC1
→ -0.6, -1, 0.8, 0, -10, i, 3, -3, 5
(10) Cc1cccc(C)c1NC(=O)CNC(=O)Cc1ccc(Br)cc1
→ 0.0, -2, 0.4, 3, 4, i, -9, -1, 0
(11) CCCNC(=O)C1(C)CCCN(C(=O)c2sccc2C)C1 (centres undefined)
→ 0.0, -1, -0.5, -8, -3, i, 1, -2, -3
(12) COC(=O)Cn1c(=NC(=O)C(C)C)sc2c(C)cc(C)cc21
→ -0.1, 1, -0.1, 5, 6, i, -6, 3, 1
(13) Cc1cc(C)n(Cc2ccc(Cl)c(Cl)c2)c(=O)c1S(=O)(=O)c1ccccc1
→ -0.8, 2, -0.5, 4, 0, i, -10, -1, 1
(14) CCOC(=O)C1(C)CCN1C(=O)c1ccoc1 (centres undefined)
→ -0.3, 2, 1.7, -8, 12, i, -4, 2, 1
(15) CCC(=O)N1CCCc2cc(S(=O)(=O)N3CCCc4ccccc43)ccc21
→ -1.5, 1, -1.6, 5, -3, i, -4, -10, 1
(16) CCOc1ccc(Nc2nc(Cl)nc(N3CCN(c4ccc(OC)cc4)CC3)n2)cc1
→ -1.1, 3, 0.2, 58*, 12, i, -5, -8, -4
(17) CN(C)c1ccccc1C(=O)c1ccccc1N(C)C
→ -0.5, -2, 1.9, 3, -6, i, -1, -9, 5
(18) O=C(Nc1ccc(N2CCN(C(=O)c3ccc(Cl)cc3)CC2)cc1)c1cccnc1
→ -0.6, -7, 0.0, 1, -11, i, -5, 0, 6
(19) C#Cc1ccc(NC(=O)C2(C)CCN2C(=O)CC(c2ccccc2)c2ccccc2)cc1 (centres undefined)
→ -0.1, -7, 1.0, 25, 6, i, 6, -1, 0
(20) CCOC(=O)N1CCN(C(=O)COC(=O)c2ccc([N+](=O)[O-])cc2Cl)CC1
→ -0.2, -2, 0.2, 2, 11, i, 10, -2, -1
(21) CC(C)CN1CCC(=O)N(CCC#N)CC1
→ -0.4, 4, -0.6, -14, 1, i, -4, -7, 2
(22) COc1ccc(C(=O)NC2CC3CCCC(C2)N3CC(C)C)cc1 (centres undefined)
→ -0.2, 0, 1.1, -5, 2, i, -11, 0, -3
(23) Cc1ccccc1-c1nnn(CC(=O)N2CCN(S(=O)(=O)c3ccc(Cl)cc3)CC2)n1
→ -0.5, 4, 1.1, 24, -1, i, -16, 1, 16
(24) Oc1ccc(CNc2ccccc2O)cc1
→ -0.1, 1, 1.6, -6, -6, i, 0, 1, 2
(25) CN(C)c1ccc(NC(=O)CN2CCC(N3CCCCC3)CC2)cc1
→ -0.8, 3, -0.8, -1, 4, i, -2, 0, 8
(26) CC(C)C[C@H]1CNC(=S)N1CC1CCCN1C[C@H](Cc1ccccc1)N1C[C@H](Cc2ccc(O)cc2)N(CC2CCCCCC2)C1=S (some centres undefined)
→ -1.6, -2, -0.5, -115, 10, i, 11, 2, -6
(27) COc1ccc(CCNC(=O)CN2C(=O)NC(c3ccccc3)(c3ccccc3)C2=O)cc1
→ -0.3, -2, 0.4, 8, -4, i, 1, -3, -2
(28) CC1=NN(C(C#N)c2ccc(F)cc2)C(c2ccccc2)C1 (centres undefined)
→ -0.2, 1, 1.1, 5, -2, i, -4, -3, 0
(29) COc1cc(/C=C/C(=O)O)cc(S(=O)(=O)Nc2cccc(S(=O)(=O)N3CCOCC3)c2)c1OC
→ 0.1, -2, 1.7, 0, -6, i, -13, -3, -1
(30) Cc1ccc(S(=O)(=O)Oc2cccc(/C=N/n3cnnc3)c2)cc1
→ 0.0, 0, 0.2, -2, 2, i, -3, 4, -2

Exported screen by screen: 3 of the compounds above.
[24] Oc1ccc(CNc2ccccc2O)cc1
[25] CN(C)c1ccc(NC(=O)CN2CCC(N3CCCCC3)CC2)cc1
[26] CC(C)C[C@H]1CNC(=S)N1CC1CCCN1C[C@H](Cc1ccccc1)N1C[C@H](Cc2ccc(O)cc2)N(CC2CCCCCC2)C1=S (some centres undefined)
assay / compound	24	25	26
TbMetRS inhib	-0.1	-0.8	-1.6
Rin1-Abl PPI inh	1	3	-2
MsrA inhibitor	1.6	-0.8	-0.5
FAS-TE inh	-6	-1	-115
PABP1 MLLE inh	-6	4	10
Neddyl block	i	i	i
eLon inh	0	-2	11
MsrA act	1	0	2
CSN deneddyl inh	2	8	-6

The list continues.
Values in the order – TbMetRS inhib, Rin1-Abl PPI inh, MsrA inhibitor, FAS-TE inh, PABP1 MLLE inh, Neddyl block, eLon inh, MsrA act, CSN deneddyl inh
(31) Cc1cc([N+](=O)[O-])ccc1NC(=O)c1cc2ccccc2o1
→ -0.8, -1, 0.2, 8, 2, i, -3, -2, -6
(32) COc1ccc(N2CCN(c3nc(C)c(C)c(=O)[nH]3)CC2)cc1
→ -0.3, -3, -0.4, -5, -24, i, 6, -6, -4
(33) COc1ccc(NC(=O)CCCNC(=O)Cn2cnc3sc4c(c3c2=O)CCCC4)cc1OC
→ -0.1, 2, -0.9, 1, 10, i, -4, -1, 5
(34) COc1ccc(-c2c(-c3ccc(OC)c(F)c3)c3ccccc3n2C)cc1
→ -0.2, 3, 1.9, 27, 0, nt, 2, -6, -3
(35) CC1=C(C(=O)N2CCCCCC2)CC(CC(=O)NCCCN(C)C)C(=O)N1Cc1ccc(C(C)(C)C)cc1 (centres undefined)
→ 0.1, nt, -0.4, 0, nt, i, -5, -2, -6
(36) CN(Cc1ccccc1)S(=O)(=O)c1ccc(Cl)c(C(=O)OCC(N)=O)c1
→ 0.2, 2, -0.2, -4, -2, i, 2, -3, 0
(37) O=C(CSc1nnc(CNC(=O)c2ccccc2F)o1)NCCc1ccccc1
→ -0.1, -3, 0.2, -7, 11, i, -8, -1, 1
(38) CCCCc1c(O)c2ccccc2[nH]c1=O
→ 0.3, 1, 0.5, -4, 2, i, 4, -2, -1
(39) CN1CCN(c2nc(-c3ccccc3Cl)nc3ccccc23)CC1
→ 0.0, 1, 1.6, -5, -3, i, 2, -3, 1
(40) COC(=O)c1sc(NC(=S)NC(=O)c2ccccc2Cl)nc1C
→ 0.3, -8, 0.9, -5, 30, i, -12, -3, -4
(41) CCCCC(c1nnnn1C1CCCC1)N1CCN(C(=O)c2ccco2)CC1 (centres undefined)
→ -1.3, 1, -0.7, 1, 7, i, -10, -10, 4
(42) Cc1ccc2c(c1)C(c1ccc(O)cc1)(c1ccc(O)cc1)C(=O)N2C
→ -0.9, 0, -0.6, -5, -13, i, -5, -9, 1
(43) Oc1c(CN2CCOCC2)ccc2ccccc12
→ -0.8, -5, -1.2, 1, 27, nt, 8, 0, -2
(44) COc1ccc(C=CC(=O)c2ccc(OC)c(OC)c2O)cc1OC
→ 0.3, -1, 2.0, -6, 27, i, -2, -1, 9
(45) Cc1cc(C(F)(F)F)c2c(C)nn(CCc3nn[nH]n3)c2n1
→ 0.2, 1, 0.1, -6, 11, nt, 1, -1, -4
(46) Cc1ccc(NC(=O)CCc2ccc(C)o2)c(C)c1
→ 0.2, -3, -0.4, -10, -2, i, 8, 0, 0
(47) CCOC(=O)/C(=C/c1ccc(OC(F)F)cc1)C1=Nn2c(nnc2-c2ccc(Cl)cc2)SC1
→ -0.4, 4, 0.3, 28, 26, i, 9, -8, 15
(48) COc1ccc(C2=Nc3ccccc3N(C(=O)c3cnccn3)C2C(=O)NC2CCCC2)cc1 (centres undefined)
→ -0.4, nt, 0.6, nt, nt, i, nt, nt, -4
(49) CCC(CC)C(=O)c1c[nH]c(C(=O)NCc2cccs2)c1
→ 0.6, 0, -0.4, 1, 10, i, -5, -2, 7
(50) COCc1nnc(NC(=O)C2CCN(C(=O)c3ccco3)CC2)s1
→ -0.2, -1, -0.4, -5, 24, i, 5, -3, 0
(51) Cc1cc(C(=O)Nc2ccccc2)oc(=O)c1
→ -0.6, 2, 1.2, -4, 5, i, -13, -3, 1
(52) Cc1c(Cl)cccc1NC(=S)NCCC(c1ccccc1)c1ccccc1
→ 0.3, 1, 0.3, 22, 4, i, -1, 7, 2
(53) O=C1CC(NC(=O)C(F)(F)F)c2cc3c(cc21)OCO3 (centres undefined)
→ -0.2, 3, 0.5, -6, -15, i, 1, -3, -3
(54) Cc1cc(C(=O)NCc2cccs2)no1
→ -0.2, 1, 0.7, -7, -3, i, -6, -4, 1
(55) O=C(COc1cccc2c1CCNC2=O)Nc1cccc(F)c1
→ -0.4, -5, -1.5, -8, -4, i, 8, -9, 0
(56) CCn1c(N2CCN(C(=O)Nc3ccc(F)cc3)CC2)nc2ccccc21
→ -0.2, -1, 0.5, -4, 4, i, -4, -1, 0
(57) c1ccc(CNc2nc(NCc3ccccc3)c3ccccc3n2)cc1
→ 6.5*, 1, nt, -21, 10, i, -6, -2, 8
(58) COC(=O)CSc1nnc(CNC(=O)c2cc(OC)c(OC)c(OC)c2)n1C
→ 0.1, 0, -0.9, -3, -7, i, -4, -2, -6
(59) CC(NC(=O)COC(=O)C1CCCCC1)c1ccccc1 (centres undefined)
→ -0.4, 4, 0.8, -6, -5, i, -15, -5, 1
(60) CCCS(=O)(=O)Nc1cccc(-c2ccc3nnc(C)n3n2)c1
→ 0.0, 2, -0.4, -3, 1, i, 13, -4, -8
(61) Cc1ccc(C(=O)CSc2nnc(-c3cccnc3)n2N)cc1
→ -1.3, -2, 0.8, 1, -36, i, -19, -9, 0
(62) O=C(O)CN1C(=O)C(=O)N(Cc2c(F)cccc2Cl)C1=O
→ -1.9, 1, 1.3, -3, -5, i, -3, -11, 3
(63) O=C(Nc1ccccc1O)c1cc(S(=O)(=O)N2CCOCC2)c(Cl)cc1Cl
→ -1.3, 1, 1.0, -6, 0, i, 5, -8, 1

High-throughput results (PubChem)
